RGS4 pot: potentiators or activators of RGS4; B-score at 10 µM; HEK293 M3R/inducible RGS4, carbachol calcium flux Fluo4; hits give low values; 0.92% of 310,000 active; AID 463111;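 active = B-score of the integrated calcium signal more than 4 SD below the library mean, with starting fluorescence not abnormally high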;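 also: negative B-score means reduced calcium response which marks RGS4 activation or potentiation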
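Assay system: Inducible-RGS4 HEK293 cells carrying M3 receptor | Schedule: Compound preincubation 20 min at room temperature before agonist | Signal: Kinetic calcium fluorescence imaging with Fluo4-AM dye, 2 µM | Read-out basis: B score from integrated fluorescence ratio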
KCNQ1 act: human KCNQ1 channel potentiation or activation | CHO-K1 KCNQ1, thallium flux FluxOR fluorescence; hits give high values | B-score at 10 µM | 0.35% of 310,000 active;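 active = fluorescence ratio B-score, a plate-corrected score, at least three library SD, with initial intensity B-score within 5 SD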
Target sequence (P51787 whole entry, looked up): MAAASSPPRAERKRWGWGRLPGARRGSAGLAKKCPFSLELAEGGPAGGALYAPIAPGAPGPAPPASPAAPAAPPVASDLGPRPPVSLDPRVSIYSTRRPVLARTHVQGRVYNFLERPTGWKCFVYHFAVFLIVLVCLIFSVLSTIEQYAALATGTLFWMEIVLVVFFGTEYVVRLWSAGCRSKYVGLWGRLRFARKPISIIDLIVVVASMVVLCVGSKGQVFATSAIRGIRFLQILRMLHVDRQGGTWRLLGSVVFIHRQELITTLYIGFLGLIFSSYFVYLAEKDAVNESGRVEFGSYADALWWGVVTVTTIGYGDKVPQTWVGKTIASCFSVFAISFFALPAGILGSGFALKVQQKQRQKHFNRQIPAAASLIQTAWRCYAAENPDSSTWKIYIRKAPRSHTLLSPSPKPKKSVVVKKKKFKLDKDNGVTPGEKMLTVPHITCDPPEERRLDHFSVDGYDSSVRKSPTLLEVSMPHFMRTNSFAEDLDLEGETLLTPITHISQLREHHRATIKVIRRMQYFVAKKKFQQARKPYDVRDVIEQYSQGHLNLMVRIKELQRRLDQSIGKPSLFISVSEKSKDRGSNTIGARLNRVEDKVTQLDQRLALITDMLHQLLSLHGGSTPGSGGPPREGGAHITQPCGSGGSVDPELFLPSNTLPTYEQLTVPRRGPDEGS
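System: CHO-K1 cells stably expressing KCNQ1 / Medium: assay buffer for compound exposure, DMSO matched across wells / Reagent: thallium- and potassium-containing depolarizing buffer / Compound: one concentration, matched DMSO / Incubation: 20 min compound pretreatment at room temperature / Measured by: kinetic FluxOR fluorescence, 10 s baseline plus 110 s post-stimulus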
Dyrk1A ADPGlo: blocks rat Dyrk1A kinase activity; Q63470; ADP-Glo luminescence, NFATc1 peptide; inhibition, % at 12.5 µM; 0.43% of 310,000 active; in the data active = inhibition above about 50%;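 also: plate controls were vehicle with enzyme for no effect and no enzyme for full effect; many of its hits are not listed in these tables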
KCNQ1 block: inhibitors of human KCNQ1 potassium channel | 1.3% of 310,000 active | P51787 | B-score at 10 µM | CHO-K1 KCNQ1, FluxOR thallium flux fluorescence; hits give high values;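 active = compounds whose thallium flux B-score, printed positive for inhibition, exceeds three library SD while starting fluorescence stays within three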;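 also: channel opened by potassium depolarization with thallium stimulus after 20 min compound exposure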
hERG protect: shields human hERG channel from block by proarrhythmic agents. Q12809. CHO-hERG, FluxOR thallium flux, dofetilide IC70 present. activation (rescue from dofetilide block), less the hit threshold, % at 10 µM. 0.51% of 310,000 active. AID 1511;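 active = activation above the mean of controls blocked by dofetilide plus 5 SD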;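 also: thallium influx through hERG after potassium depolarization seen as dye fluorescence rise; in these data hits start at about 4.7%; inactives centre near -7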
GSK3beta inhib: inhibitors of human GSK3beta kinase | activity score (negative = inhibition), % at 10 µM | GST-GSK3beta kinase, ADP-Glo luminescence, 60 min; hits give low values | 0.038% of 300,000 active | P49841;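 active = more than half of replicate wells score below -50%, meaning over 50% inhibition versus plate controls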;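 also: 0% = median DMSO wells and -100% = median GW8510 positive control wells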
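Assay system: GST-fused GSK3beta enzyme, cell-free / Medium: Tris pH 7.5 buffer with MgCl2, DTT, BSA, heparin / Also added: peptide substrate plus 25 µM ATP (final) / Compound: 10 µM single point / Timing: kinase reaction with compound 60 min at room temperature / Detection: ADP-Glo luminescence / Benchmarks: DMSO neutral wells and GW8510 at 20 µM as positive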
PolyA inhibitor: blocks polyadenylation in yeast reporter cells | calls only at 12 µM | S. cerevisiae SKY197-pL101 polyadenylation reporter, beta-gal luminescence; efflux-impaired pdr1/pdr3 knockout yeast; score 100 = 6 SD above DMSO | AID 1875 | 0.02% of 300,000 active;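 active = lowest replicate activity score at least 50, where 100 means six control SD above control mean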;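 also: yeast exposed to compound for 9 h at 30 °C; higher score means more reporter readthrough which indicates perturbed polyadenylation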
KCNK3 block: human KCNK3 channel inhibition, primary screen. O14649. CHO-KCNK3 thallium flux, FluxOR fluorescence; hits give low values. B-score at 10 µM. 0.84% of 340,000 active. AID 602410;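 active = B-score under library mean minus 4 SD, starting fluorescence ratio at most library mean plus 5 SD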;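 also: more negative B-score means stronger inhibition of thallium flux through KCNK3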
KCNK9 block: human KCNK9 channel inhibition; HEK293 KCNK9, FluxOR thallium flux fluorescence; hits give low values; B-score at 10 µM; 1.2% of 310,000 active; AID 488922;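 active = ratio B-score over 3 SD below the library mean, with starting fluorescence within 5 SD of its mean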;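 also: negative B-score means less thallium flux so channel inhibition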
Target sequence (Q9NPC2 whole entry, looked up): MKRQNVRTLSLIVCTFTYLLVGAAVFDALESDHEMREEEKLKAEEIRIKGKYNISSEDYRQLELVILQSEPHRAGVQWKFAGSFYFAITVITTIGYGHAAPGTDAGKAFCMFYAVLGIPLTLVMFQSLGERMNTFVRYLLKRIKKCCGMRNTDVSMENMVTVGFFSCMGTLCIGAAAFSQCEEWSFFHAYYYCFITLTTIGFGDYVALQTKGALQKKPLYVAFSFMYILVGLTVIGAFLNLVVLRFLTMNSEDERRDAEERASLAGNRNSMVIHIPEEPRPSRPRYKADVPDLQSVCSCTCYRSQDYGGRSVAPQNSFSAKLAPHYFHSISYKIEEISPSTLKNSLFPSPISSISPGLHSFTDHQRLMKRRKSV
GSK3A inh: blocks human GSK-3 alpha kinase; AID 2650; P49840; 0.1% of 320,000 active; ADP-Glo luminescence, 60 min; inhibition, % at 10 µM;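 in the data active = inhibition above about 50%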;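 also: GST-tagged GSK-3 alpha with peptide substrate and 25 µM ATP; 0% = DMSO neutral wells and 100% = GW8510 positive control wells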
HDAC3 inhib: blocks human histone deacetylase 3 | recombinant HDAC3, fluorogenic peptide/trypsin coupled, fluorescence | inhibition, % at 8.3 µM | O15379 | 0.15% of 320,000 active; in the data active = inhibition above about 26%, passing the limit was not always enough
Active calls of the source: *; i = inactive; nt = not tested or not shown. An excerpt (hit frequency here may not be typical).

1	O=C(NCCN1CCOCC1)C(=O)NCC1OCCCN1S(=O)(=O)c1ccc(F)cc1 (centres undefined)
2	Cc1nn(-c2ccccc2)c(Cl)c1C(=O)N1CCN(c2ncnc3c2cnn3-c2ccccc2)CC1
3	O=C(C(=O)N1CCCc2ccccc21)c1cn(CC(=O)N2CCOCC2)c2ccccc12
4	CC(=O)Oc1ccc(/C=N/NS(=O)(=O)c2ccc(C)cc2)c(OC(C)=O)c1
5	O=C1c2ccccc2NC(c2ccccc2F)N1NS(=O)(=O)c1ccccc1 (centres undefined)
6	CC(=O)NNC(=O)c1sc(=S)n2c1[nH]c(=O)c1sccc12
7	CCC(C(=O)NC(C)(C)C)N(C(=O)Cn1nnc(-c2cccs2)n1)c1cnc2ccccc2c1 (centres undefined)
8	CN(C=[N+](C)C)c1cccc2c1C(=O)c1ccccc1C2=O

entry no.	1	2	3	4	5	6	7	8
RGS4 pot	i	i	i	i	i	i	i	i
KCNQ1 act	i	i	i	i	i	i	i	i
Dyrk1A ADPGlo	-5.7	5.1	0.9	3.1	1.7	nt	0.8	6.8
KCNQ1 block	i	i	i	i	i	i	i	i
hERG protect	-4.8	-18.6	-7.7	-3.1	-13.3	-10.1	-6.2	-4.5
GSK3beta inhib	1.1	-1.7	1.7	-4.7	-0.3	1.1	-0.1	-4.6
PolyA inhibitor	i	i	nt	i	i	i	i	i
KCNK3 block	i	i	i	i	i	i	i	i
KCNK9 block	i	i	i	i	i	i	i	i
GSK3A inh	1.1	-0.9	-4.8	-1.3	1.6	0.0	-1.6	5.9
HDAC3 inhib	-4.1	-1.2	-3.4	1.7	-11.6	1.3	5.7	-4.4

9	CC1CN(Cc2nc3c(c(=O)[nH]c(=O)n3C)n2CC(N)=O)CC(C)O1 (centres undefined)
10	CCNC(=O)c1c(O)c2c([nH]c1=O)CCCC2
11	COc1ccc(C/C(C)=N/NC(=S)Nc2ccccc2F)cc1
12	O=S(=O)(c1ccccc1)c1cnc(-c2cccnc2)nc1-c1ccc(Cl)c(Cl)c1
13	O=[N+]([O-])c1ccc(O)c(/C=N/Nc2ccccc2[N+](=O)[O-])c1
14	CCCCN1CC[C@H]2C=CC[C@@H](C(=O)Nc3ccc(Cl)cc3Cl)[C@H]2C1=O
15	O=C(NNc1cccc(Cl)n1)Nc1cccc(Cl)c1
16	Cc1ccc(NC(=O)Nc2ccno2)cc1

entry no.	9	10	11	12	13	14	15	16
RGS4 pot	i	i	i	i	i	i	i	i
KCNQ1 act	i	i	i	i	i	i	i	i
Dyrk1A ADPGlo	-0.2	-8.4	nt	-0.9	3.2	6.1	0.2	nt
KCNQ1 block	i	i	i	i	9*	i	i	i
hERG protect	-10.7	-12.8	-3.6	-5.6	-10.8	-10.9	0.5	-9.7
GSK3beta inhib	0.4	2.2	3.5	-3.5	-3.8	3.4	-0.8	1.4
PolyA inhibitor	i	i	i	i	i	i	i	i
KCNK3 block	i	i	i	i	i	i	i	i
KCNK9 block	i	i	i	i	i	i	i	i
GSK3A inh	-4.7	-3.0	nt	-1.9	-1.7	-3.5	1.9	5.0
HDAC3 inhib	6.1	3.5	9.3	1.9	-0.7	0.9	1.1	8.1

17	CC(=O)c1ccccc1C(=O)N1CCCC(N2CCN(Cc3ccc4c(c3)OCO4)CC2)C1 (centres undefined)
18	COCCNc1nc(-c2ccc(OC)cc2)c(-c2ccc(OC)cc2)s1
19	Cc1cc(C(=O)N/N=C/c2ccc(-c3cccc(Br)c3)o2)n[nH]1
20	CCOC(=O)Cc1csc(NC(=O)Nc2ccc(Cl)cc2)n1
21	CCCC(c1nnnn1Cc1cccs1)N1CCN(c2ccc(OC)cc2)CC1 (centres undefined)
22	CCc1c(C)nc(N2CCN(c3ccccc3)CC2)[nH]c1=O
23	COc1cc2cc(CN(Cc3nnnn3Cc3ccccc3)CC3CCCO3)c(=O)[nH]c2cc1OC (centres undefined)
24	CC1CCCCC1NC(=O)C1CCCN(S(=O)(=O)c2ccc(-n3cnnn3)cc2)C1 (centres undefined)

entry no.	17	18	19	20	21	22	23	24
RGS4 pot	i	i	i	i	i	i	i	i
KCNQ1 act	i	i	i	i	i	i	i	i
Dyrk1A ADPGlo	-4.5	7.2	nt	0.4	4.5	nt	4.3	6.2
KCNQ1 block	i	i	i	i	i	i	i	i
hERG protect	-2.6	-11.7	-14.4	-9.1	1.6	-1.4	-11.6	-7.1
GSK3beta inhib	-12.3	0.9	-1.9	3.2	4.0	-0.5	-1.3	-2.0
PolyA inhibitor	i	i	i	i	i	i	i	i
KCNK3 block	i	i	-11.1*	i	i	i	i	i
KCNK9 block	i	i	-17.1*	i	i	i	i	i
GSK3A inh	-0.3	-1.7	1.2	-2.7	-2.0	2.2	nt	-3.2
HDAC3 inhib	4.8	11.4	-12.6	4.9	-5.9	1.6	nt	9.4

25	Cc1ccc(CNC(=O)c2ccc(N3CCCC3=O)cc2)cc1
26	CCOc1ccccc1CN1CCC(Oc2cccc(C(=O)NCCOC)c2)CC1
27	COc1cccc(-n2c(C)nn(C)c2=O)c1
28	O=C1CC(c2ccccc2)CC(O)=C1C=Nc1ccccc1 (centres undefined)
29	CCOC(=O)c1cc(-c2ccccc2)sc1NC(=O)CC(C)C
30	O=C1CN(C(=O)COC(=O)COc2ccc3c(c2)CCC3)c2ccccc2N1
31	Cc1ccc(C(=O)COC(=O)c2ccccc2N2C(=O)C3C4CCC(C4)C3C2=O)cc1C (centres undefined)
32	Cc1cnc(C(=O)N2CCN(S(=O)(=O)c3ccc4ccccc4c3)CC2)cn1

entry no.	25	26	27	28	29	30	31	32
RGS4 pot	i	i	i	i	i	i	i	i
KCNQ1 act	i	i	i	i	i	i	i	i
Dyrk1A ADPGlo	0.3	3.6	0.6	0.0	-0.4	9.0	3.9	-7.1
KCNQ1 block	i	i	i	i	6*	i	i	i
hERG protect	-9.8	-2.1	-9.8	-5.9	-8.3	-9.3	-9.1	-1.3
GSK3beta inhib	-0.5	-1.1	2.7	0.8	1.8	-1.3	-1.1	0.1
PolyA inhibitor	i	i	i	i	i	i	i	i
KCNK3 block	i	i	i	i	i	i	i	i
KCNK9 block	i	i	i	i	i	i	i	i
GSK3A inh	-3.1	0.4	nt	0.6	0.6	-0.3	2.4	-0.2
HDAC3 inhib	2.5	-0.3	-5.1	1.2	1.7	3.6	-1.7	1.3

33	COc1ccc(Br)c(C(=O)NC2CCCC2)c1
34	COc1ccccc1NC1=NCC(=O)N1Cc1ccccc1
35	O=C(CNC(=O)c1ccccc1F)OC(C(=O)Nc1cc(C(F)(F)F)ccc1Cl)c1ccccc1 (centres undefined)
36	CC(=O)Nc1ccc(NC(=O)/C=C/c2ccc3c(c2)OCO3)cc1
37	Cc1cc(NC(=O)c2cc3ncc(Br)cn3n2)no1
38	Nc1nc2n(c1C(=O)c1ccccc1)CCC2
39	CC(C)c1cc(C(=O)N/N=C/C(Br)=C/c2ccccc2)n[nH]1
40	O=C(COC(=O)c1ccccn1)NCc1ccccc1

entry no.	33	34	35	36	37	38	39	40
RGS4 pot	i	i	i	i	i	i	i	i
KCNQ1 act	i	i	i	i	i	i	i	i
Dyrk1A ADPGlo	2.6	-6.2	-1.4	2.2	0.1	-4.4	-5.8	15.8
KCNQ1 block	i	i	i	i	i	i	i	i
hERG protect	-7.1	-7.0	-9.5	-5.0	-9.0	-10.1	-6.2	-7.1
GSK3beta inhib	3.6	-1.7	-4.7	-0.2	1.6	-0.3	0.7	-2.2
PolyA inhibitor	i	i	i	i	i	i	i	i
KCNK3 block	i	i	i	i	i	i	i	i
KCNK9 block	i	i	-11.1*	i	i	i	i	i
GSK3A inh	0.9	0.8	-2.6	-4.1	-0.5	-3.9	1.2	-0.3
HDAC3 inhib	-1.6	-3.8	-2.1	6.0	-8.8	5.8	-0.3	-5.1

Structures listed so far printed as active in KCNK3 block.
no.	mol	KCNQ1 act	Dyrk1A ADPGlo	KCNQ1 block	GSK3beta inhib	PolyA inhibitor	KCNK3 block	KCNK9 block	GSK3A inh	HDAC3 inhib
19	Cc1cc(C(=O)N/N=C/c2ccc(-c3cccc(Br)c3)o2)n[nH]1	i	nt	i	-1.9	i	-11.1*	-17.1*	1.2	-12.6

The list continues:
41	O=C(c1ccc(Oc2cc(Cl)cc(Cl)c2)o1)N1CCCCC1
42	O=C(COC(=O)c1cc2ccccc2oc1=O)Nc1cccc(Br)c1
43	O=C(CNC(=O)c1ccccc1Br)N/N=C/c1ccco1
44	Cc1nc(-c2ccccc2)sc1C1(C)CC(c2cccc([N+](=O)[O-])c2)=NO1 (centres undefined)
45	CCCOc1ccc(C2CC(=O)NC2=O)cc1 (centres undefined)
46	CC1(C)CC(=O)C/C(=N/NC(=O)CCCOc2ccc(Cl)cc2Cl)C1
47	Clc1ccc(OCc2nc(-c3ccc(Br)o3)no2)cc1
48	Cc1c(CC(=O)Nc2ccc(Cl)cc2)sc2ccc(Cl)cc12

entry no.	41	42	43	44	45	46	47	48
RGS4 pot	i	i	i	i	i	i	i	i
KCNQ1 act	i	i	i	i	i	i	i	i
Dyrk1A ADPGlo	-3.5	-5.6	-3.2	6.7	1.0	7.9	-3.7	-11.1
KCNQ1 block	i	i	i	i	i	i	i	i
hERG protect	-9.7	-3.5	-11.0	-5.8	-8.5	-7.6	-5.2	-1.5
GSK3beta inhib	1.6	nt	2.0	3.9	1.9	0.8	3.2	2.1
PolyA inhibitor	i	i	i	i	i	i	i	nt
KCNK3 block	i	i	i	i	i	i	i	i
KCNK9 block	i	i	i	i	i	i	i	i
GSK3A inh	-5.0	-1.0	-0.9	-0.1	-7.6	-3.8	-0.2	-0.7
HDAC3 inhib	-3.4	4.8	2.5	0.4	8.4	-1.7	-2.7	-2.1

4 structures already listed, arranged by molecular weight, high to low.
42	O=C(COC(=O)c1cc2ccccc2oc1=O)Nc1cccc(Br)c1
44	Cc1nc(-c2ccccc2)sc1C1(C)CC(c2cccc([N+](=O)[O-])c2)=NO1 (centres undefined)
47	Clc1ccc(OCc2nc(-c3ccc(Br)o3)no2)cc1
41	O=C(c1ccc(Oc2cc(Cl)cc(Cl)c2)o1)N1CCCCC1

entry no.	42	44	47	41
RGS4 pot	i	i	i	i
KCNQ1 act	i	i	i	i
Dyrk1A ADPGlo	-5.6	6.7	-3.7	-3.5
KCNQ1 block	i	i	i	i
hERG protect	-3.5	-5.8	-5.2	-9.7
GSK3beta inhib	nt	3.9	3.2	1.6
PolyA inhibitor	i	i	i	i
KCNK3 block	i	i	i	i
KCNK9 block	i	i	i	i
GSK3A inh	-1.0	-0.1	-0.2	-5.0
HDAC3 inhib	4.8	0.4	-2.7	-3.4
